# Bioassay records as filed in PubChem BioAssay.
# Cycloheximide cs: counter-screen hit for Shiga toxin inhibitors, cycloheximide; cell reporter, cycloheximide protein synthesis inhibition counterscreen; max response, %; actives 12% (n = 300,000); AID 2314; in the data active means max response mostly above about 13%, no sharp cut-off; inactive means mostly below about 14%; further: read at 38.3 µM for the half of the compounds with a filed dose; 0% is about no effect
# Shiga toxin inh: inhibitors of Shiga toxin in Vero cells; Vero cells, Shiga toxin protein synthesis inhibition reporter; inhibition, % at 38.7 µM; actives 9.2% (n = 290,000); in the data active means inhibition mostly above about 28%, no sharp cut-off; inactive means mostly below about 43%; further: 0% is about no effect
# * = called active by the depositor; i = inactive; + = active, no number; & = joins results of further samples.
SMILES,Cycloheximide cs,Shiga toxin inh
COc1ccccc1-c1nnc2n1N=C(c1c(OC)cccc1OC)CS2,2,-6
O=C(c1ccc2c(c1)OCO2)N1CCCCC1,7,-2
COc1ccc(-c2nc(N3CCN(S(=O)(=O)c4ccc(C)cc4)CC3)c3ccccc3n2)cc1,27*,73
OC[C@H]1OC(O)[C@H](O)[C@@H](O)[C@@H]1O (stereo partly specified),-4,-9
CN(C)c1nc(NC2CCC(NC(=O)c3ccc(F)c(F)c3)CC2)nc2ccccc12 (stereo unspecified),-1,-2
CSCC[C@H](NC(=O)[C@@H](NC(=O)[C@H](CCC(=O)O)NC(=O)[C@H](CCSC)NC(=O)[C@H](CC(N)=O)NC(=O)[C@H](CCC(=O)O)NC(=O)[C@H](CC(N)=O)NC(=O)[C@H](CO)NC(=O)[C@H](C)N)[C@@H](C)O)C(=O)O,7,37
NCCc1c[nH]c2ccc(O)cc12,42*,-13
COc1cccc2oc(SC)cc(=O)c12,30,+
COc1ccccc1CNC(=O)c1cccc(-c2ccccc2OC)n1,12,i
COc1ccc(C2=Nn3c(nnc3-c3ccccc3C)SC2)cc1,-3,-4
CC(C)C[C@H](NC(=O)[C@H](CCCCN)NC(=O)CNC(=O)[C@H](CC(C)C)NC(=O)[C@@H](NC(=O)[C@@H]1CSSC[C@H](N)C(=O)N[C@@H](CO)C(=O)N[C@@H](CC(N)=O)C(=O)N[C@@H](CC(C)C)C(=O)N[C@@H](CO)C(=O)N[C@@H]([C@@H](C)O)C(=O)N1)C(C)C)C(=O)N[C@@H](CO)C(=O)N[C@@H](CCC(N)=O)C(=O)N[C@@H](CCC(=O)O)C(=O)N[C@@H](CC(C)C)C(=O)N[C@@H](Cc1cnc[nH]1)C(=O)N[C@@H](CCCCN)C(=O)N[C@@H](CC(C)C)C(=O)N[C@@H](CCC(N)=O)C(=O)N[C@H](C(=O)N[C@@H](Cc1ccc(O)cc1)C(=O)N1CCC[C@H]1C(=O)N[C@@H](CCCNC(=N)N)C(=O)N[C@H](C(=O)N[C@@H](CC(N)=O)C(=O)N[C@H](C(=O)NCC(=O)N[C@@H](CO)C(=O)NCC(=O)N[C@H](C(=O)N1CCC[C@H]1C(N)=O)[C@@H](C)O)[C@@H](C)O)[C@@H](C)O)[C@@H](C)O,-8,-6
O=C1CCC[C@@H]2CC(NCc3ccc(Cl)c(Cl)c3)C[C@@H]3CCN1[C@H]23 (stereo partly specified),-5,i
NCCCCCCC(O)(P(=O)(O)O)P(=O)(O)O,-5,10
CC1COC2=C1C(=O)C(=O)c1c2ccc2c1CCCC2(C)C (stereo unspecified),36,53*
COC(=O)CCCc1[se]c2ccccc2c1I,26,i
CCN(CC)c1ccc(/C=N/NC(=O)c2ccc(O)cc2)cc1,49*,116*
COc1ccc(-c2nc(C(=O)N3CCN(C)CC3)sc2-c2ccc(OC)cc2)cc1,-10,-3
CN1C(=O)[C@]23CC4=CC=C[C@H](O)[C@H]4N2C(=O)[C@@]1(CO)SS3,-4,-25
CC(C)=CCC[C@](C)(O[C@@H]1O[C@H](CO)[C@@H](O)[C@H](O)[C@H]1O)[C@H]1CC[C@]2(C)[C@@H]1[C@H](O)C[C@@H]1[C@@]3(C)CC[C@H](O[C@@H]4O[C@H](CO)[C@@H](O)[C@H](O)[C@H]4O[C@@H]4O[C@H](CO)[C@@H](O)[C@H](O)[C@H]4O)C(C)(C)[C@@H]3[C@@H](O)C[C@]12C,-3,-4
CN(C)C(=O)n1nnnc1Cc1ccc(-c2ccccc2)cc1,14,-2
CCCCn1c(=O)c2[nH]c(C34CC5CC(CC3C5)C4)nc2n(CCCO)c1=O,1,-8
C[C@@H]1C[C@@H]([C@@H](C)CC2CC(=O)NC(=O)C2)C(=O)[C@@H](C)C1,-8,-16
COc1ccc(C2=Nn3c(nnc3-c3cc(OC)cc(OC)c3)SC2)cc1,9,7
C/C=C/C(=O)[C@@H](C)[C@@H](/C=C/C[Si](C)(C)C)C(C)C,-3,-10
COc1ccc(-c2cccc(C3C4C=CCCC4(C)C(=O)N3Cc3ccccc3)c2)cc1 (stereo unspecified),10,24
COc1ccccc1C1=Nn2c(nnc2-c2cccc(OC)c2OC)SC1,-2,16
CCCCC/C=C\C/C=C\C/C=C\C/C=C\CCCC(=O)NCc1ccoc1,3,5
CC(=O)Nc1c2sscc-2n(C)c1=O,47*,36*
C/C1=C\[C@@H](O)C(C(C)C)C(OC(=O)c2ccc(O)cc2)C/C(C)=C/CC1 (stereo partly specified),4,24*
CCCCC/C=C\C/C=C\C/C=C\C/C=C\CCCC(=O)NCCO,5,-2

# Full records from above. Screens in order: Cycloheximide cs	Shiga toxin inh
# Shown for CC(C)=CCC[C@](C)(O[C@@H]1O[C@H](CO)[C@@H](O)[C@H](O)[C@H]1O)[C@H]1CC[C@]2(C)[C@@H]1[C@H](O)C[C@@H]1[C@@]3(C)CC[C@H](O[C@@H]4O[C@H](CO)[C@@H](O)[C@H](O)[C@H]4O[C@@H]4O[C@H](CO)[C@@H](O)[C@H](O)[C@H]4O)C(C)(C)[C@@H]3[C@@H](O)C[C@]12C = -3	-4
# Shown for CCN(CC)c1ccc(/C=N/NC(=O)c2ccc(O)cc2)cc1 = 49*	116*
# Shown for CN1C(=O)[C@]23CC4=CC=C[C@H](O)[C@H]4N2C(=O)[C@@]1(CO)SS3 = -4	-25
# Shown for CCCCC/C=C\C/C=C\C/C=C\C/C=C\CCCC(=O)NCCO = 5	-2
# Shown for CCCCC/C=C\C/C=C\C/C=C\C/C=C\CCCC(=O)NCc1ccoc1 = 3	5

# (continued)
SMILES,Cycloheximide cs,Shiga toxin inh
C/C=C1\COC(C(=O)NCc2cccc(OC)c2OC)(C(F)(F)F)C=C1C=C(C)C (stereo unspecified),-4,13
CC[C@H](C)[C@H](NC(=O)[C@H](Cc1ccc(O)cc1)NC(=O)[C@H](Cc1cnc[nH]1)NC(=O)[C@H](CCCNC(=N)N)NC(=O)[C@H](CC(C)C)NC(=O)[C@H](C)NC(=O)[C@H](CO)NC(=O)[C@H](Cc1ccc(O)cc1)NC(=O)[C@H](Cc1ccc(O)cc1)NC(=O)[C@H](CCCNC(=N)N)NC(=O)[C@H](C)NC(=O)[C@H](CC(C)C)NC(=O)[C@H](CC(=O)O)NC(=O)[C@H](CCC(=O)O)NC(=O)[C@H](C)NC(=O)[C@@H]1CCCN1C(=O)[C@H](C)NC(=O)[C@H](CC(=O)O)NC(=O)[C@H](CCC(=O)O)NC(=O)CNC(=O)[C@@H]1CCCN1C(=O)[C@H](CC(N)=O)NC(=O)[C@H](CC(=O)O)NC(=O)[C@@H]1CCCN1C(=O)[C@H](CCCCN)NC(=O)[C@H](CO)NC(=O)[C@@H]1CCCN1C(=O)[C@@H](N)Cc1ccc(O)cc1)C(=O)N[C@@H](CC(N)=O)C(=O)N[C@@H](CC(C)C)C(=O)N[C@H](C(=O)N[C@H](C(=O)N[C@@H](CCCNC(=N)N)C(=O)N[C@@H](CCC(N)=O)C(=O)N[C@@H](CCCNC(=N)N)C(=O)N[C@@H](Cc1ccc(O)cc1)C(N)=O)[C@@H](C)O)[C@@H](C)CC,1,-10
O=C(O)c1ccccc1Nc1ccc(CCc2ccc(Cl)c(Cl)c2)cc1,16*,27*
CCC1COC(Cn2cncn2)(c2ccc(Cl)cc2Cl)O1 (stereo unspecified),-7,-3
CCc1c2c(nc3ccc(OC)cc13)-c1nc3ccccc3c(=O)n1C2,21,45
COCCNC(=O)C1(C(F)(F)F)C/C(=C/CCO)CCCO1 (stereo unspecified),9,3
CC(=O)O[C@H]1C2[C@@H](OC(=O)Cc3ccccc3)[C@@H](C)C[C@]2(OC(C)=O)C(=O)/C(C)=C/[C@@H]2[C@H](CC[C@@]13CO3)C2(C)C (stereo partly specified),3,17
COc1cc(OC)c2c(c1C(CCN1CCCC1)c1ccc(N(C)C)cc1)OC(=O)CC2c1ccc(N(C)C)cc1 (stereo unspecified),8,26
OC[C@H]1NC[C@@H](O)[C@@H](O)[C@@H]1O,-6,7
CCCC[C@@H]1CCCO[C@@](C(=O)NCc2ccccc2)(C(F)(F)F)C1,4,-1
CNC(=O)[C@]1(C(F)(F)F)C[C@H](CCC2CCCCC2)CCCO1,18,-5
CCC(C)c1cc([N+](=O)[O-])cc([N+](=O)[O-])c1OC(C)=O (stereo unspecified),7,25*
O=S(=O)(c1ccc2c(c1)OCCO2)N1CCN(S(=O)(=O)c2cccc[n+]2[O-])CC1,5,7
NC(N)=NCCC[C@H](N)C(=O)NCC(=O)N[C@@H](CC(=O)O)C(=O)N[C@@H](CO)C(=O)O,-12,-4
CCCC[C@@H]1CCCO[C@@](C(=O)NCCN2CCOCC2)(C(F)(F)F)C1,-4,-3
COC1(C)CC(c2ccccc2)c2c(c3ccccc3oc2=O)O1 (stereo unspecified),11,-4
O=C(O)c1cc(=O)c2cccc(O)c2[nH]1,3,-2
C=C(C)[C@]12C[C@@H](C)[C@@]34OC(Cc5ccccc5)(O[C@@H]1[C@@H]3C=C(COC(=O)Cc1cc(I)c(O)c(OC)c1)C[C@]1(O)C(=O)C(C)=C[C@@H]41)O2,12,7
CCOC(=O)C1Oc2ccccc2C(c2ccccc2)=C1C(C)=O (stereo unspecified),4,i
O=S(=O)(Nc1cccc2cccnc12)C1CC1,10,-1
O=c1c2c(-c3ccccc3)csc2ncn1/N=C/c1cn(-c2ccccc2)nc1-c1cccs1,-2,-14
CC[C@H](C)[C@H](NC(=O)[C@H](CCC(=O)O)NC(=O)CNC(=O)[C@@H](NC(=O)[C@H](CCC(=O)O)NC(=O)[C@H](CCC(=O)O)NC(=O)[C@H](CC(C)C)NC(=O)CNC(=O)[C@@H]1CCCN1C(=O)[C@H](CCC(=O)O)NC(=O)[C@@H](N)[C@@H](C)O)C(C)C)C(=O)N[C@@H](CCC(=O)O)C(=O)N[C@@H](CCC(N)=O)C(=O)N[C@@H](CCCCN)C(=O)N[C@@H](CCC(N)=O)C(=O)N[C@@H](CC(C)C)C(=O)N[C@@H](CCC(N)=O)C(=O)O,-4,19
CC(C)(C)OC(=O)C(Br)CCBr (stereo unspecified),-8,-15
CC(=O)OCC(NC(=O)C(Cc1ccccc1)NC(=O)OC(C)(C)C)C1OC(n2ccc(=O)[nH]c2=O)C(OC(C)=O)C1OC(C)=O (stereo unspecified),11,8
O=C(O)Cc1cc(F)c(S(=O)(=O)N2CCN(S(=O)(=O)c3ccc4c(c3)OCCO4)CC2)cc1F,-7,-5
CC1=C(C)C[C@@]23CCCN2C(=O)CCC[C@H]3C1,7,i
COC(=O)c1ccc2[se]c(CC3CCCCC3)c(I)c2c1,10,-6
CC12CCC=CC1C(c1ccc(Br)cc1F)N(Cc1ccccc1)C2=O (stereo unspecified),-2,16
COc1ccc(C2/C=C\CN(CC3CCCCC3)C(Cc3ccccc3)C(=O)N2Cc2ccc(F)cc2)cc1 (stereo unspecified),6,15
CC[C@H](C)[C@H](NC(=O)[C@H](Cc1ccc(O)cc1)NC(=O)[C@H](Cc1cnc[nH]1)NC(=O)[C@H](CCCNC(=N)N)NC(=O)[C@H](CC(C)C)NC(=O)[C@H](C)NC(=O)[C@@H](N)CO)C(=O)N[C@@H](CC(N)=O)C(=O)N[C@@H](CC(C)C)C(=O)N[C@H](C(=O)N[C@H](C(=O)N[C@@H](CCCNC(=N)N)C(=O)N[C@@H](CCC(N)=O)C(=O)N[C@@H](CCCNC(=N)N)C(=O)N[C@@H](Cc1ccc(O)cc1)C(N)=O)[C@@H](C)O)[C@@H](C)CC,-3,-8
c1ccc2c(c1)c1cc[n+]2CCCCC[n+]2ccc(c3ccccc32)NCCCCCN1,-4,-6
COc1cc2oc(=O)cc(-c3ccc(-c4ccc(NC(C)=O)cc4)cc3)c2c(OC)c1OC,53*,81*
COc1ccc(C2CC(c3ccccc3)Oc3c(C)ccc(C(C)C)c32)cc1 (stereo unspecified),1&15,13&17
c1ccc(COC[C@@H]2CO2)cc1,-1,5
C=CN1CCCC1=O,-2,-10
CC(C)C[C@H](NC(=O)[C@H](Cc1c[nH]c2ccccc12)NC(=O)[C@H](CCCCN)NC(=O)CNC(=O)[C@H](CC(C)C)NC(=O)[C@H](CO)NC(=O)[C@@H](N)Cc1cnc[nH]1)C(=O)NCC(=O)N[C@@H](Cc1cnc[nH]1)C(=O)N1CCC[C@H]1C(=O)N[C@@H](CC(=O)O)C(=O)N[C@@H](CCCCN)C(=O)N[C@@H](Cc1ccccc1)C(=O)O,-4,-3
O=C1CC(c2ccco2)CC2=C1C(c1cccnc1)n1nc(C(F)(F)F)nc1N2 (stereo unspecified),-6,-2
COC(=O)C1=CO[C@@H](C)[C@@H]2CN3CCc4c([nH]c5ccccc45)[C@@H]3C[C@H]12,-2,23
CC[C@H](C)[C@H](NC(=O)[C@H](CC(=O)O)NC(=O)[C@H](CC(C)C)NC(=O)[C@H](Cc1cnc[nH]1)NC(=O)[C@H](C)NC(=O)[C@H](Cc1ccccc1)NC(=O)[C@H](Cc1ccc(O)cc1)NC(=O)[C@@H](NC(=O)[C@H](C)NC(=O)[C@H](CCC(=O)O)NC(=O)[C@H](CCC(=O)O)NC(=O)[C@H](CC(=O)O)NC(=O)CCC(=O)O)C(C)C)C(=O)N[C@H](C(=O)N[C@@H](Cc1c[nH]c2ccccc12)C(=O)O)[C@@H](C)CC,-2,-8

# An excerpt (hit frequency here may not be typical).
